# Screens as filed in PubChem.
# Vif-APOBEC3G blk = inhibitors of Vif-APOBEC3G interaction | Q9HC16 | HeLa A3G-eYFP + Vif (tagged APOBEC3G with the HIV-1 protein that degrades it), YFP fluorescence, overnight | Potency, µM (series often up to 46.1 µM), without a hit: at the highest dose activity, negative = active, usual class: inhibitors | 410,000 tested, 0.076% active;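 also: potency is read from the fitted curve at half-maximal effect; % is scaled to controls: 0 for no effect and ±100 for the full control effect; nearly all actives have a fitted effect of over 60% in size; hits raise eYFP signal because A3G escapes Vif-driven loss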
#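 HeLa cells stably expressing Vif and C-terminally eYFP-tagged A3G, seeded overnight at 37 deg C, then exposed to compound by pintool overnight at 37 deg C. Rise in yellow fluorescence (Ex 488/Em 500-530, Acumen) marks blocked Vif-driven A3G degradation.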
# D1 PAM = enhances dopamine response at the human D1 receptor; P21728; HEK293 TREx D1 cells, calcium flux, dopamine EC20 potentiation; potentiation, % at 10 µM; 360,000 tested, 0.036% active; AID 504651; in the data active = potentiation above about 30%; also: 0% is about no effect
# Target sequence (P21728 whole entry, looked up): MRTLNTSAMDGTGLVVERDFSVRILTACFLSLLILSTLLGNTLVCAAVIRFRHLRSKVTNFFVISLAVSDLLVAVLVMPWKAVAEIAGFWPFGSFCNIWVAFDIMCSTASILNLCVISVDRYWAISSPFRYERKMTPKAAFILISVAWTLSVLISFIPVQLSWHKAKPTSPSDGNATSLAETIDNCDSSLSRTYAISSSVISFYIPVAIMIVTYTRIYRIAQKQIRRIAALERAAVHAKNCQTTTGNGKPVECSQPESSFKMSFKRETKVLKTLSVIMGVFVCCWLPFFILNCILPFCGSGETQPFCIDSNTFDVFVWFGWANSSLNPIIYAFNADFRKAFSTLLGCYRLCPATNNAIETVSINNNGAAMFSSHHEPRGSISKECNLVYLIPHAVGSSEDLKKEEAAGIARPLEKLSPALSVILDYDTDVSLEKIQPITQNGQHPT
# RXFP1 ag = activates the human relaxin receptor RXFP1 | 370,000 tested, 0.3% active | Q9HBX9 | Potency, µM (titrated, usually from 57.5 µM), without a hit: top-dose activation, usual class: activators | HEK293T-RXFP1 cAMP TR-FRET, 30 min; response scale: percent of porcine relaxin response, buffer zero; also: potency is read from the fitted curve at half-maximal effect; % is scaled to controls: 0 for no effect and ±100 for the full control effect; nearly all actives have a fitted effect of over 60% in size; many of its hits are not listed in these tables
#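 cAMP rise read by TR-FRET after 30 min, 37C compound exposure (up to 58 uM) in RXFP1-transfected HEK293 cells with Ro 20174 present. EC50 from Hill-equation fits, with 29 nM porcine relaxin as 100% and buffer as basal.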
# D1 ag = activates the human D1 dopamine receptor | HEK293 T-REx D1 cells, calcium flux, agonist mode | activation, % at 2 µM | 360,000 tested, 1% active | AID 504660; in the data active = activation above about 30%; also: 0% is about no effect
#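 Tetracycline-induced HEK293 TREx D1 cells, force-coupled to calcium signalling, were dye-loaded with a no-wash calcium kit. Compound was pin-added after a 10 s baseline. Fluorescence was read kinetically at 1 cycle/s for 180 s, with calcium rises flagged as agonism.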
# D1 antag = human D1 dopamine receptor antagonism. P21728. HEK293 TREx D1 cells, calcium flux, dopamine EC80; stronger effect = lower value. activity change, negative = inhibition, % at 10 µM. 360,000 tested, 3.2% active. AID 504652; in the data active = activity change below about -30%; also: % is scaled to controls: 0 for no effect and ±100 for the full control effect
#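 Compound effects on dopamine-evoked calcium signalling were measured in tetracycline-induced HEK293 Trex D1 cells. Dopamine at EC80 followed a 180 s compound pre-read, and fluorescence was tracked kinetically for 180 s more.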
# RXFP1 antag = RXFP1 (human) relaxin receptor antagonism. HEK293-RXFP1, relaxin-stimulated cAMP HTRF, 30 min; stronger effect = lower value. activity change, negative = inhibition, % at 57.5 µM. 350,000 tested, 0.59% active. AID 1259400;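 active = activity change of -60% or lower, but not beyond a set lower limit; inconclusive = change between -60% and -40%, or beyond the set limit; inactive = change above -40%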; also: % is scaled to controls: 0 for no effect and ±100 for the full control effect
# Glioma ERSR ind = inducers of ER stress response in human glioma cells | U87-MG GRP78 promoter luciferase reporter, 16 h | Potency, µM, for inactives: at the highest dose activation, most hits filed as activators | 420,000 tested, 0.02% active | AID 602332; also: potency is read from the fitted curve at half-maximal effect; series mostly up to about 76 µM; % of control where 0% means no effect; nearly all actives have a fitted effect of over 35% in size
#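 ERSR induction read as luciferase luminescence (Bright-Glo, 10 min at room temperature) in stably transfected human U87-MG glioma cells exposed to compounds for 16 h, using GRP78 as sensor.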
# D2 potentiator = positively modulates the human D2 dopamine receptor allosterically | P14416 | HEK293 T-REx D2, calcium flux, EC20 dopamine potentiation | potentiation, % at 10 µM | 340,000 tested, 0.34% active | AID 485347;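 active = potentiation over 3 SD above the plate norm, cut at about 30% in these data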; also: 0% is about no effect
# Target sequence (P14416 whole entry, looked up): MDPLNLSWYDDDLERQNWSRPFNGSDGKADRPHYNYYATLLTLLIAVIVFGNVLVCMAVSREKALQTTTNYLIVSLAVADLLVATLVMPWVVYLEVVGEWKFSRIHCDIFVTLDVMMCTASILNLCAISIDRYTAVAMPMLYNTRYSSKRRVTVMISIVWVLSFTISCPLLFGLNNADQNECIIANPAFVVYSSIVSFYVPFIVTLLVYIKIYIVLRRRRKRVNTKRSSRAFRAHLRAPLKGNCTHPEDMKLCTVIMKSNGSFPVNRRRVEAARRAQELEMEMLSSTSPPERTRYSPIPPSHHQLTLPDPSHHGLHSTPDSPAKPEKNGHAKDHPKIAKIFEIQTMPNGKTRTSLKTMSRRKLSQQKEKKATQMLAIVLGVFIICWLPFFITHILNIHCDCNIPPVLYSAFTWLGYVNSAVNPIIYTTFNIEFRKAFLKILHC
#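 Primary screen. Calcium kinetics in induced HEK293 T-REx D2 cells: compound pre-addition 180 s, EC20 dopamine, 180 s more.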
# Vif-APOBEC3F blk = inhibitors of Vif-A3F interaction; HeLa A3F-eYFP + Vif (tagged APOBEC3F with the HIV-1 protein that degrades it), YFP fluorescence increase; Potency, µM (series often up to 46.1 µM), inactives show top-dose activity, negative = active; 390,000 tested, 0.2% active; AID 602313; also: potency is read from the fitted curve at half-maximal effect; % of control where 0% means no effect; nearly all actives have a fitted effect of over 65% in size
#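 Fluorescence increase (Ex 488/Em 500-530) after overnight compound treatment at 37 deg C flags inhibition of Vif-driven A3F-eYFP loss in stable HeLa A3F-eYFP/Vif cells seeded overnight beforehand.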
# * = called active by the depositor; ? = inconclusive; . = no result given; & = joins results of further samples. Unless noted, calls follow the shape of the dose curve; as a rule, active = well fitted curve in the direction sought with a large enough effect; inconclusive = small, poorly fitted or top-dose-only effect, or another doubt; inactive = no such curve, though single readings can be large; an effect the other way counts as inactive or inconclusive. Not all compounds are listed, so the mix of outcomes need not match the whole.
compound	Vif-APOBEC3G blk	D1 PAM	RXFP1 ag	D1 ag	D1 antag	RXFP1 antag	Glioma ERSR ind	D2 potentiator	Vif-APOBEC3F blk
CC(=O)Nc1ccc(S(=O)(=O)N2CCN=C2SCc2ccccc2C)cc1	0%	-12	2.1%	18	-25	3	3%	7	-17%
Cc1nc(-c2ccc(C)c(N3CCN(C(=O)Nc4ccc(Br)cc4)CC3)c2)no1	-1%	-5	0.3%	2	-8	.	-1%	16	13%
CC(=O)C1CCC2C3CC(C)=C4CC(O)CCC4(C)C3CCC12C (stereo not given)	-6%	.	.	.	.	0	-1%	.	-23%
COc1cc(C(=O)Nc2ccccc2OCc2cc(=O)n3cc(C)sc3n2)cc(OC)c1OC	-9%	-1	18%	0	4	.	-3%	6	-3%
CCCNC(=O)CN(CCc1ccccc1)S(C)(=O)=O	-9%	-4	-0.4%	1	-9	14	-5%	6	0%
CCC(CC)C(=O)NCCN1CCN(C(=O)C(CC)CC)CC1	-1%	0	-0.9%	2	-15	8	-1%	12	0%
Cc1ccc2c(C)nc(/N=C(\N)NC(=O)N3c4ccccc4Sc4ccccc43)nc2c1	0%&0%	0	0.3%	1	2	-9&0	-1%&-2%	12	?
O=C(Nc1ccccc1)N(Cc1cccs1)C1CCCC1	-1%	0	-0.3%	2	-1	-7	0%	2	7%
Cc1nnc2n(-c3ccccc3)c(=O)c3c4c(sc3n12)CC(C)CC4 (stereo not given)	-3%	4	0.9%	2	3	4	-4%	12	-4%
C1CN(CCN2CCOCC2)CCN1	-2%	0	0.1%	2	19	10	-1%	2	-27%
Cc1c(NC(=O)C(C)OC(=O)CCc2ccccc2)c(=O)n(-c2ccccc2)n1C (stereo not given)	0%	8	-0.5%	1	10	-3	-1%	17	1%
CNC(=S)NNC(=O)c1noc(C)c1C(=O)N1CCN(C(c2ccccc2)c2ccccc2)CC1	-3%	-5	-1.1%	1	9	6	-4%	11	6%
Fc1ccc(/C=N/N2CCN(Cc3ccccc3)CC2)cc1	-5%	-5	2.0%	1	1	?	-7%	-7	8%
O=C(COC(=O)Cn1cnc2ccccc21)Nc1ccc(F)c(F)c1	1%	.	.	.	.	2	-3%	.	3%
Cc1cc(C)cc(C(=O)NCC(=O)OC(C)C(=O)N(C)c2ccccc2)c1 (stereo not given)	-4%	-6	0.8%	-1	1	0	-3%	-14	-2%
Cc1ccc(C(=O)N/N=C2\CCc3ccccc32)c(C)c1	2%	-2	0.8%	4	6	.	-6%	23	-1%
O=C(NCCCN1CCOCC1)c1cc2ccccc2cc1O	-1%	-6	-0.1%	3	-12	-7	5%	.	?
Cc1ccc(SCc2cn3cc(Cl)ccc3n2)cc1	0%	1	2.1%	2	-8	-34	?	4	-2%
CC(=O)c1cccc(NC(=O)N2C3CCCC2CC(NC(=O)C2CC2)C3)c1 (stereo not given)	0%	-1	2.8%	3	20	1	-5%	-3	-21%
O=C(c1cc(-c2ccc(Cl)cc2)on1)N1CCc2ccccc2C1	-2%	-5	-0.1%	2	-1	-6	-5%	.	8%
Cc1ccc(C)c(S(=O)(=O)N2CCCC2CNC(=O)C(=O)NCCc2ccco2)c1 (stereo not given)	-19%	2	-0.8%	2	14	26	-3%	-1	-11%
Cc1cc(Nc2ccc(F)cc2F)n2nc(C)nc2n1	0%	-4	1.7%	1	-10	-6	-2%	-10	5%
O=C(COc1ccc([N+](=O)[O-])cc1Cl)NCCN1C(=O)CSC1=O	0%	.	.	.	.	16	1%	.	5%
Cc1ccc(NC(=O)c2ccc(S(=O)(=O)N(C)c3ccccc3)cc2)cc1S(=O)(=O)N1CCOCC1	-4%	.	.	.	.	2	-3%	.	0%
COc1ccc(C(O)c2nccn2Cc2ccccc2)cc1 (stereo not given)	3%	-2	0.7%	5	-26	4	5%	21	-8%
O=C(/C=C/c1ccc(Br)cc1)NC(=S)NNC(=O)c1ccco1	-6%	2	1.2%	-2	-19	-30	?	-5	3%
CCN1CCN(C(=O)CN(CC)S(=O)(=O)c2ccc(Cl)cc2)CC1	3%	-5	0.1%	0	-2	-3	1%	1	-7%
CCN(C(=O)COC(=O)C1CCN(S(=O)(=O)c2ccc(C)c(C)c2)CC1)C1CCS(=O)(=O)C1 (stereo not given)	2%	-8	1.1%	0	-1	-10	-3%	-6	4%
C=CCn1c(SCC(=O)OCc2ccccc2)nc2c1c(=O)n(C)c(=O)n2C	3%	-5	6.0%	2	-10	-8	-2%	0	7%
CCc1cccc(CC)c1NC(=O)Cn1c(=O)c(-c2cc(C)ccc2NC(C)=O)nc2ccccc21	2%	-1	-4.4%	1	-15	1	-3%	6	-5%
Cc1ccc(S(=O)(=O)N2CCOCC2)cc1C(=O)Nc1cccc(C(=O)NC2CC2)c1	-1%	-4	-0.5%	1	-16	2	0%	14	-3%
COc1ccc(CNC(=O)c2noc(C)c2[N+](=O)[O-])cc1	1%	-11	0.2%	1	5	-3	-4%	-7	-1%
O=C1C(C=NCc2ccco2)=C(O)c2ccccc21	0%	-7	-0.2%	1	-6	-1	-7%	10	2%
COc1ccc(CCNC(=O)c2[nH]c(C)c(C(C)=O)c2C)cc1OC	3%	-7	1.4%	0	5	-16	0%	1	0%
O=C(CN1CCN(S(=O)(=O)c2ccc(Br)cc2)CC1)Nc1ccc2c(c1)OCO2	-1%	-14	3.3%	0	-18	-1	0%	-11	1%
CC(=O)c1ccc(Cc2cnc(N)s2)cc1	-7%	2	1.5%	1	-13	-2	-3%	.	-3%
CC(=O)Oc1ccc(/C=N/NS(=O)(=O)c2ccc(C)cc2)c(OC(C)=O)c1	-8%	-4	0.4%	6	-12	-2	1%	9	3%
CS(=O)(=O)c1ccc(Cl)c(NC(=O)CCCSc2ccccc2)c1	-3%	7	-3.2%	7	-2	8	1%	-2	9%
CN(C)C(=O)N1CCC(C(=O)NCc2ccccc2Cl)CC1	1%	1	-0.1%	4	4	0	-3%	8	-3%
COc1ccc(NS(=O)(=O)c2ccc(C)c(NC(=O)C3CCCO3)c2)cc1 (stereo not given)	2%	-7	0.1%	6	-16	-12	-3%	1	9%

# Entries of single compounds, looked up by structure:
# COc1ccc(CCNC(=O)c2[nH]c(C)c(C(C)=O)c2C)cc1OC is listed as Vif-APOBEC3G blk = 3%; D1 PAM = -7; RXFP1 ag = 1.4%; D1 ag = 0; D1 antag = 5; RXFP1 antag = -16; Glioma ERSR ind = 0%; D2 potentiator = 1; Vif-APOBEC3F blk = 0%
# O=C1C(C=NCc2ccco2)=C(O)c2ccccc21 is listed as Vif-APOBEC3G blk = 0%; D1 PAM = -7; RXFP1 ag = -0.2%; D1 ag = 1; D1 antag = -6; RXFP1 antag = -1; Glioma ERSR ind = -7%; D2 potentiator = 10; Vif-APOBEC3F blk = 2%

# (cont.)
compound	Vif-APOBEC3G blk	D1 PAM	RXFP1 ag	D1 ag	D1 antag	RXFP1 antag	Glioma ERSR ind	D2 potentiator	Vif-APOBEC3F blk
NC1=C([N+](=O)[O-])C(c2ccccc2)C2=C(CCCC2=O)O1 (stereo not given)	1%	1	-0.2%	0	1	6	-5%	1	0%
Cc1ccc(C)c(N2CCN(C(=O)c3csc(C)c3C)CC2)c1	-1%	-1	0.4%	14	-6	-27	-2%	16	9%
COc1ccccc1C(=O)NCCC(=O)NCCCSc1ccccc1	0%	-3	0.8%	1	3	11	-3%	.	7%
CC(C)C(NC(=O)C1CCCCC1)C(=O)NC1CCCC(C)C1C (stereo not given)	-1%	-5	2.4%	3	1	5	1%	-4	1%
O=[N+]([O-])c1ccc(Nc2ccccc2F)nc1	-3%	-8	3.2%	3	-19	-5	-1%	-14	7%
Cc1nc(N)sc1N=Nc1ccc(F)cc1	-9%	0	0.1%	2	-6	-7	?	-4	-9%
C[C@@H]1Cn2cnc(C(=O)NCc3ccc(CNC(=O)OC(C)(C)C)cc3)c2C(=O)N1	0%	.	.	.	.	-19	-3%	.	1%
O=C(NCCNc1ccc([N+](=O)[O-])cc1)c1cccc(Br)c1	-27%	-16	0.2%	12	-29	-5	-3%	-23	?
O=C(COc1ccc(Br)cc1)Nc1ccccc1C(=O)N1CCOCC1	0%	0	-3.2%	2	11	5	-4%	-2	2%
Cc1nnc(SCC(=O)Nc2sccc2C(N)=O)s1	-2%	.	0.6%	10	-9	3	0%	8	3%
O=C(Nn1nnnc1Nc1ccccc1)C12CC3CC(CC(C3)C1)C2	?	-4	0.5%	12	-8	-16	-4%	0	-3%
Cc1ccc(S(=O)(=O)NNc2ccccc2)c(C)c1	0%	0	6.3%	3	4	4	-3%	-3	-8%
Cc1csc(=Nc2cccnc2)n1CC1CCCCC1	3%	0	-0.6%	2	0	-5	-2%	7	-18%
COc1ccccc1N1CCN(c2c3c(nc4nncn24)CCC3)CC1	.	0	8.4%	2	-8	1	.	13	.
CCC(C)N1C(=O)CCC1C(=O)O (stereo not given)	-1%	-3	-0.7%	1	7	-17	-2%	2	-1%
COc1ccccc1NS(=O)(=O)c1ccc(/C=C/C(=O)N2CCN(C(C)=O)CC2)cc1	-1%	-5	0.1%	0	9	0	2%	9	4%
CCOc1ccccc1C(=O)Nc1cc(-c2ccc(C)cc2)no1	-8%	-2	-0.7%	8	-1	-11	-2%	-12	-4%
O=C(NCc1ccccc1Cl)C1CCC(=O)N(C2CCCC2)C1 (stereo not given)	-1%	-1	0.3%	1	-13	-4	-1%	6	2%
CC1=NN(c2ccccc2)C(=O)/C1=C\N1CC(C)OC(C)C1 (stereo not given)	-11%	3	1.8%	2	-25	-6	-5%	19	1%
CCOC(=O)c1cc2n(n1)C(C(F)(F)C(F)(F)F)CC(C)N2 (stereo not given)	1%	1	0.9%	-3	11	-1	1%	5	-11%
COc1ccccc1CNC(=O)CNCCc1ccc(OC)c(OC)c1	-7%	0	-3.7%	-2	15	1	-1%	13	-1%
COc1ccccc1-c1cc(C(F)(F)F)nc(NCc2ccco2)n1	0%	1	2.4%	4	14	-19	-5%	1	.
